Screening data from PubChem.
TRPC6 act: mouse TRPC6 channel activators, primary screen, cell-based, HEK293, membrane potential dye; Short transient receptor potential channel 6 (Mus musculus), Q61143; HEK293-TRPC6 membrane potential dye fluorescence; hits give high values; B-score at 10 µM; hit rate 0.13% among 310,000; AID 2550, 2010;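 active means B-score of the integrated fluorescence ratio above library mean plus 3 SD, and starting fluorescence ratio within library mean plus 5 SD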;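 further: higher score means more depolarization so channel activation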
Target sequence (Q61143 whole entry, looked up): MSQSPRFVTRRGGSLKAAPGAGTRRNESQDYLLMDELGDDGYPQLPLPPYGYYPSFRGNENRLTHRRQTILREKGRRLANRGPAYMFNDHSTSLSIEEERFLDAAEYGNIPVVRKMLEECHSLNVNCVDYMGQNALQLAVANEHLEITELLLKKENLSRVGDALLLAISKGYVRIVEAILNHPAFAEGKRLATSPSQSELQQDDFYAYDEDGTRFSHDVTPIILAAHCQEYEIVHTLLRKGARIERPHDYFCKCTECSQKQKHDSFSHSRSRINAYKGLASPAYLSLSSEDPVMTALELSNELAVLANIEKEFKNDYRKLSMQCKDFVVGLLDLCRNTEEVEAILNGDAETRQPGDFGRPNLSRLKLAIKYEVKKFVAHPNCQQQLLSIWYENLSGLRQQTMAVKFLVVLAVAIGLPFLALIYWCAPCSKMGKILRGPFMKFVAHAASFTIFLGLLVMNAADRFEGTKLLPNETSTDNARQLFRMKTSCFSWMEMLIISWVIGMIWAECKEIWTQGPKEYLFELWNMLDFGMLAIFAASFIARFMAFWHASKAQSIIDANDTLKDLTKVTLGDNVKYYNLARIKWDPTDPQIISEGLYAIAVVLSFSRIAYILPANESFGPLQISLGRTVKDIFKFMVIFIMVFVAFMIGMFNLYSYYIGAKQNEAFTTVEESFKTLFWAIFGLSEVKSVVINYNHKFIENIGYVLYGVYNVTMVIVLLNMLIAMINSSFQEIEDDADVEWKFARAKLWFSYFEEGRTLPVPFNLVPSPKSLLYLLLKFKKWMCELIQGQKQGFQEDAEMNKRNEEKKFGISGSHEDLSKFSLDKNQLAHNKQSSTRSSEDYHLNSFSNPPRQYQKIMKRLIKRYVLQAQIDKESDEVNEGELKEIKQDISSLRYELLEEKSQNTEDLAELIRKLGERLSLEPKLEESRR
MrgX1 antagonist: antagonists of human MrgX1 receptor, primary screen, HEK293 cells, Fluo-4 calcium flux | B-score at 10 µM | hit rate 1.3% among 310,000 | Mas-related G-protein coupled receptor member X1 (Homo sapiens), Q96LB2 | BAM8-22 antagonism; hits give low values | AID 588676, 2011;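 active means calcium-response B-score plate-corrected more than 3 library SD below zero, starting fluorescence within 5 deviations, no agonist response on first addition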;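 further: peak minus trough fluorescence over baseline after final BAM8-22 challenge near maximal dose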
KLF5 inh: KLF5 expression inhibitors, primary screen, DLD-1 cells, luminescence; DLD-1 KLF5 promoter-luciferase reporter; inhibition, % at 5 µM; hit rate 0.23% among 290,000;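 active means inhibition above a per-plate limit of that plate's mean compound inhibition plus 3 SD, cut at about 60% in these data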;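 further: 0% = DMSO wells and 100% = LY294002 at 200 µM; higher means less KLF5 promoter-driven luciferase light; inactives centre near -14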
TRPC4 agonist: activators of mouse TRPC4 channel, primary screen, Fluo4 calcium, HEK293 TRPC4beta/mu-opioid cells | Short transient receptor potential channel 4 (Mus musculus), Q9QUQ5 | Fluo4 calcium fluorescence; hits give high values | B-score at 10 µM | hit rate 0.49% among 310,000;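 active means B-score above 5 SD of library B-scores, and initial fluorescence ratio not above library mean plus 5 SD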;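 further: positive B-score marks a calcium rise read as TRPC4 activation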
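Technique: kinetic Fluo4 calcium fluorescence; Test system: TRPC4beta and mu-opioid receptor HEK293 stable cells; Measure: B-scored integrated calcium fluorescence ratio; Benchmarks: low control buffer alone, high control maximal DAMGO; Schedule: 45 min room-temperature Fluo4 loading, 110 s read.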
HIF activator: HIF pathway transcriptional activators, primary screen, cell-based, U2OS HRE-luciferase, luminescence; U2OS HRE-luciferase reporter; normalized: DMSO 0%, desferrioxamine 100%; activation, % at 7.5 µM (by protocol); hit rate 0.32% among 300,000;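 active means mean activation of at least 10% of the iron chelator positive control signal, with at least half of replicates also reaching 10%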
aSyn 5UTR inh: MLPCN primary screen, SNCA 5' untranslated region; AID 1813, 2009; alpha-synuclein 5'UTR reporter, inhibitor activity; inhibition, % (tested at 7.5 µM); hit rate 0.82% among 300,000; in the data active means inhibition above about 60%;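 further: H4 neuroglioblastoma cells stably carrying SNCA 5'UTR luciferase fusion; 0% = DMSO wells and 100% = positive control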
IEC-6 cytotox: cytotoxicity in IEC-6 intestinal epithelial cells, primary screen, cytotoxicity control for KLF5 inhibitor project, cell-based, luminescence. IEC-6 cytotoxicity, luminescence viability. inhibition, % at 5 µM. hit rate 0.78% among 290,000; in the data active means inhibition above about 22%;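 further: 0% = plate median of test compound wells and 100% = cytotoxic reference compound wells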
TRPC4 potent: positive allosteric modulators of TRPC4, primary screen, cell-based, mouse TRPC4beta, HEK293 mu-opioid, Fluo-4 calcium. Short transient receptor potential channel 4 (Mus musculus), Q9QUQ5. DAMGO EC20, Fluo-4 Ca2+ flux; hits give high values. B-score at 10 µM. hit rate 0.42% among 310,000;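 active means B-score of calcium response area above 5 SD of library B-scores, with initial fluorescence ratio within 5 SD of library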;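 further: B-score of integrated fluorescence ratio over time as area under calcium response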
SKKanGAS inh: S. pyogenes SKKanGAS growth inhibitors in kanamycin, primary screen, streptokinase expression inhibitor project, SKKanGAS strain, BacTiter-Glo luminescence. 6 h. inhibition, % at 7.5 µM. hit rate 1.3% among 300,000;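 active means mean replicate score, as percent of positive control median, at least 50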;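 further: strain carries kanamycin resistance gene driven by streptokinase promoter and grows in 40 µg/ml kanamycin; loss of luminescence reflects streptokinase promoter inhibition or plain growth inhibition; 0% = median of DMSO wells and 100% = positive control at its reference dose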
TRPC6 inh: mouse TRPC6 channel inhibitors, primary screen, cell-based, HEK293, membrane potential dye; Short transient receptor potential channel 6 (Mus musculus), Q61143; ACh-evoked depolarization; hits give low values; B-score at 10 µM; hit rate 1.1% among 310,000;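 active means B-score under library mean minus 3 SD, initial fluorescence not abnormally high, positive integrated signal ratio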;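 further: B-score derived from integrated fluorescence ratio over the kinetic read; more negative B-score means stronger inhibition of depolarization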
TRPC4 inh: inhibitors of mouse TRPC4 channel, primary screen, Fluo4 calcium, HEK293 TRPC4beta/mu-opioid cells; DAMGO-evoked Fluo4 calcium flux; hits give low values; B-score at 10 µM; hit rate 0.39% among 300,000;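 active means B-score over 3 SD under the library average, no early fluorescence shift, positive overall ratio signal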
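Test system – stable TRPC4beta/mu-opioid receptor HEK293 cells · Probe or stimulus – DAMGO, a submaximal dose followed by a maximal one · Dosing – one concentration per compound · Signal – Fluo4 calcium fluorescence by kinetic imaging, 5 s 1 Hz baseline · Evaluation – per-well B score of integrated baseline-normalized Fluo4 ratio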
* marks the source's active call; other numbers are inactive results; i = inactive; · = no result given. No enrichment for hits; about 5.8% have a hit in one of these screens.

SMILES	TRPC6 act	MrgX1 antagonist	KLF5 inh	TRPC4 agonist	HIF activator	aSyn 5UTR inh	IEC-6 cytotox	TRPC4 potent	SKKanGAS inh	TRPC6 inh	TRPC4 inh
COc1ccc(OC)c(S(=O)(=O)N2CCC(C(=O)NCc3ccccc3OC)CC2)c1	i	i	2.5	i	-0.4	17.4	-0.9	i	-0.5	i	i
Cc1cc(C)c(NC(=O)c2cnn(C)c2)c(C)c1	i	i	-22.4	i	-0.2	3.1	2.3	i	0.6	i	i
COc1ccc(C(O)(C2CCCCC2)C(CN2CCCC2)c2ccccc2)cc1 (stereo not drawn)	i	i	-18.2	i	-0.7	1.2	5.3	i	2.1	i	i
CC1CCC(NS(=O)(=O)c2cccc3nsnc23)CC1 (stereo not drawn)	i	i	0.2	i	-0.3	-19.2	-2.3	i	5.0	i	i
Cc1c(C)c2ccc(OCC(=O)N3CCOCC3)c(C)c2oc1=O	i	i	-6.3	i	3.6	-8.3	1.2	i	-1.2	i	i
CCOC(=O)N1CCN(C(=O)c2ccc(OC)c(OC)c2)CC1	i	i	-11.0	i	-9.0	10.2	-0.9	i	3.4	i	i
Cn1cccc1CC(=O)N/N=C\c1cccs1	i	i	-11.0	i	0.0	10.4	1.8	i	1.9	i	i
CCOC(=O)N1CCN(CC(O)COC2CC(C)CC(C)(C)C2)CC1 (stereo not drawn)	i	i	15.2	i	-0.5	-7.7	0.9	i	0.3	i	i
COc1ccccc1COC(=O)Nc1c(C)nn(C)c1Cl	i	i	28.1	i	-0.4	12.5	-4.2	i	-0.4	i	i
COc1cc(CCCN2CCNC[C@@H]2C(C)O)cc(OC)c1OC (stereo partly drawn)	i	i	·	i	1.5	-5.6	·	i	0.6	i	i
COc1cccc(C2CC(c3ccccc3C)n3nc(N)nc3N2)c1 (stereo not drawn)	i	i	-12.9	i	-0.2	-21.8	-1.9	i	6.3	i	i
CC(C(=O)N/N=C/c1ccc(N(C)C)c(Br)c1)N(c1ccccc1)S(C)(=O)=O (stereo not drawn)	i	i	3.3	i	0.2	19.9	-1.6	i	0.5	i	i
O=C(N/N=C/c1ccc(O)c([N+](=O)[O-])c1)C1CC1(c1ccccc1)c1ccccc1 (stereo not drawn)	i	i	-4.0	i	-0.5	-6.0	-4.2	i	-7.6	i	i
O=S(=O)(c1ccc(Br)s1)N1CCC2(CC1)OCCO2	i	i	-7.6	i	0.6	-9.1	-1.1	i	-3.7	i	i
CCN1C(=O)/C(=C\c2cn(CCC#N)nc2-c2ccc(F)cc2)SC1=S	i	i	-15.3	i	0.0	39.6	-4.7	i	-15.9	i	i
COc1ccccc1N1CCN(C(=O)CN(c2ccc(C)c(C)c2)S(C)(=O)=O)CC1	i	-4.75*	-11.8	i	-0.1	-5.6	2.3	i	4.6	i	i
CC(=O)NCCNC(=O)c1ccc2c(c1)S(=O)(=O)c1ccccc1C2=O	i	i	-15.7	i	0.5	-4.1	1.0	i	3.8	i	i
NS(=O)(=O)c1ccc2nc(NC(=O)CS(=O)(=O)c3ccccc3)sc2c1	i	i	-16.0	i	-0.3	-11.5	-9.3	i	11.0	i	i
O=C(COc1ccccc1Br)NC1CC1	i	i	-30.9	i	1.0	-27.0	-1.8	i	14.6	i	i
CC1(c2ccc3noc(-c4cccc(F)c4)c3c2)OCCO1	i	i	-9.5	i	-0.6	-11.4	-1.9	i	3.9	i	i
CCCCC(OC(=O)c1ccco1)C(=O)NCc1ccc(C)cc1 (stereo not drawn)	i	i	-22.0	i	0.0	-4.9	-0.3	i	0.3	i	i
O=C(CC1CCCCC1)N1CCC(c2nc(-c3ccc(S(=O)(=O)N4CCCC4)cc3)no2)CC1	i	i	16.4	i	0.2	13.4	-0.2	i	11.5	i	i
COc1ccc(C(=O)Nc2cc(=O)[nH]c3ncnn23)cc1	i	i	-6.7	i	-0.5	-16.9	2.2	i	9.8	i	i
O=C(CSc1n[nH]c(-c2cccs2)n1)NCCc1ccccc1	i	i	·	i	-0.1	20.7	·	i	5.4	i	i
C=CCn1c(N)cc(=O)nc1SCC(=O)NC(C)c1ccccc1 (stereo not drawn)	i	i	7.0	i	0.3	20.6	2.6	i	0.6	i	i
COc1ccc(/C=N\Nc2ncc(F)c(N3CCOCC3)n2)cc1OC	i	i	-39.4	i	0.3	-3.7	-5.4	i	-5.2	i	i
CCOCCn1c(=NC(=O)c2cc3ccccc3oc2=O)sc2cc(S(N)(=O)=O)ccc21	i	i	-22.6	i	-0.7	-9.9	-11.0	i	5.8	i	i
CCOC(=O)c1ccc(NC(=O)Nc2ccc(OC)c(OC)c2)cc1	i	i	-38.9	i	0.6	-7.1	2.6	i	-23.9	i	i
O=c1cc[nH]c2cc(Cl)ccc12	i	i	-15.3	i	0.5	-4.6	-6.7	i	-4.2	i	i
CC(=O)c1ccc(OCc2ncc(C(F)(F)F)cc2Cl)cc1	i	i	-10.9	i	0.6	-81.0	-1.8	i	-0.8	i	i
CC1=C(OC(=O)c2ccccc2)C(C)(C)C(c2ccc(Br)cc2)OC1=O (stereo not drawn)	i	i	-17.9	i	-0.6	15.6	2.5	i	11.8	i	i
Cc1ccc(Cl)cc1N1CCN(Cc2cc(=O)n3ccsc3n2)CC1	i	i	13.3	i	-0.6	23.3	0.3	i	2.6	i	i
CCCN(CCC)CCNC(=O)c1cn(C)c(=O)c2c1c1ccccc1n2C	i	·	10.9	i	1.8	-32.1	-1.2	i	1.7	i	i
CCOC(=O)CN(C(=O)COc1nc(-c2ccccc2)cc(C)c1C#N)c1ccc(C)cc1	i	i	-35.7	i	-0.1	25.7	-5.9	i	10.3	i	i
O=C(NCc1ccc(Cl)cc1)N1CCN(Cc2ccccc2)CC1	i	i	-6.8	i	-6.8	7.2	-1.0	i	6.3	i	i
CCCCCOC(=O)CC(C(=O)OCCCCC)N1CCCCC1 (stereo not drawn)	i	i	-17.3	i	-0.1	-5.6	-5.4	i	12.9	i	i
COc1ccc(C(C2C(=O)CC(C)(C)CC2=O)C2C(=O)CC(C)(C)CC2=O)cc1CO	i	i	-6.4	i	-11.8	-4.0	-4.5	i	2.7	i	i
O=C1CCCc2nc(N3CCN(C(=O)c4ccco4)CC3)ncc21	i	i	-150.1	i	2.6	-93.0	7.1	i	6.2	i	i
O=C(NCCn1ccc2ccccc21)c1ccc2c(c1)OCO2	i	i	-84.1	i	2.3	-108.3	4.2	i	-3.2	i	i
CN(C)C(=O)c1ccc(NC(=O)c2ccc(-c3ccc(Cl)cc3)o2)cc1	i	i	·	i	0.0	-2.1	·	i	-5.3	i	i
COc1ccc(C)cc1S(=O)(=O)NC1CCCCC1C (stereo not drawn)	i	i	-14.6	i	-0.2	16.3	-6.2	i	-2.4	i	i
O=C(c1ccccc1)C(O)(Cc1ccccc1)c1ccccc1 (stereo not drawn)	i	i	·	i	-0.6	-20.8	·	i	14.0	i	i
CC(=O)Nc1cccc(NC(=O)c2cc(-c3cccnc3)nc3ccc(Br)cc23)c1	i	i	-19.4	i	-0.4	-62.4	8.8	i	31.2	i	i
CC(=O)NS(=O)(=O)c1ccc(NC(=O)c2ccc3c(c2)OCO3)cc1	i	·	-43.3	i	2.6	-23.6	1.9	i	4.0	i	i
S=C(NCCc1ccccc1)Nc1nccs1	i	i	·	i	0.9	-56.8	·	i	17.5	i	i
CCOC(=O)c1cn(CC)c2cc(Cl)c([N+](=O)[O-])cc2c1=O	i	i	13.9	i	0.3	-39.6	4.4	i	-0.6	i	i
CC(C)(C)c1ccc(C(=O)CSc2n[nH]c(=O)[nH]c2=O)cc1	i	i	-5.8	i	0.2	11.5	-3.8	i	6.7	i	·
Cc1c(C(c2cc(O)ccc2Cl)c2c(C)n(C)n(-c3ccccc3)c2=O)c(=O)n(-c2ccccc2)n1C	i	i	-12.9	i	0.4	5.6	6.2	i	-2.5	i	i
O=C(c1ccccc1)N1CCC(CC2CC(c3ccc(Cl)cc3)=NO2)(C(=O)NCC2CCCCC2)CC1 (stereo not drawn)	i	i	1.7	i	0.1	17.7	0.4	i	30.3	i	i
Cn1c(SCC(=O)c2ccc3c(c2)OCCO3)nnc1C(F)(F)F	i	i	-28.1	i	0.4	-43.1	5.4	i	1.4	i	i
CCOc1ccc(N2CC(C(=O)NCc3ccccc3)CC2=O)cc1 (stereo not drawn)	i	i	-6.6	i	-0.2	-5.4	2.3	i	-8.2	i	i
CC(C)Cn1c(-c2cccnc2)nc2c1c(=O)[nH]c(=O)n2CC(C)C	i	i	-29.1	i	0.8	-5.2	0.6	i	-2.3	i	i
COc1ccc(-n2ncc3c(NCc4cccnc4)ncnc32)cc1	i	i	-179.5	i	5.9	-148.8	0.0	i	3.6	i	i
O=C(Nc1ccc(-c2nc3ccccc3[nH]2)cc1)c1ccco1	i	i	-146.4	i	2.0	-133.4	6.2	i	9.6	i	i
O=C(NCCc1c[nH]c2ccccc12)C(=O)NCC1OCCN1S(=O)(=O)c1cc(F)ccc1F (stereo not drawn)	i	i	-0.7	i	-0.3	4.5	-0.5	i	-9.5	i	i
O=C(COC(=O)c1ccc(S(=O)(=O)N2CCOCC2)cc1)NCc1cccs1	i	i	-16.3	i	-0.2	-1.3	-0.6	i	4.7	i	i
CCOc1ccc(C(=O)NC(C)C2COc3ccccc3O2)cc1 (stereo not drawn)	i	i	-61.7	i	1.1	-49.2	-1.1	i	-4.9	i	i
CCOc1ccccc1NC(=O)CCC(=O)O	i	i	-14.1	i	0.1	-6.5	-3.6	i	-4.0	i	i
